TCR activator: activators of T cell receptors; Potency, µM (top dose mostly 9.22 µM), for the others: at the highest dose activation of IL-2 secretion, actives largely listed as activators; AID 504894; 330,000 tested, under 10 active; primary human leukocytes, anti-CD3, IL-2 HTRF, 48 h; also: % of control where 0% means no effect
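Using a-CD3 beads without co-stimulation, primary human leukocytes were exposed to compounds for 48 hr. An HTRF IL-2 kit measured the cytokine, with europium-to-d2 energy transfer producing emission at 665nm upon 320nm excitation.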
ASM inhibitor: inhibitors of human secretory acid sphingomyelinase. placental ASM, HMU-PC fluorogenic substrate, 60 min. Potency, µM (doses to about 57.5 µM), for inactives: top-dose activity change, negative = inhibition, most hits filed as inhibitors. actives 0.006% (n = 340,000). AID 504937; also: potency is read from the fitted curve at half-maximal effect
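Fluorescence read-out (Ex 386 nm, Em 447 nm) after stopping the reaction at pH 10. Enzyme: ASM from human placenta; substrate HMU-PC0, 9 uM final; 60 min, 37 °C. Compound preincubation 10 min, ambient temperature.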
PTAP TSG101 blk: blocks PTAP/TSG101 interaction to inhibit HIV-1 budding; AID 493005; 340,000 tested, under 10 active; Potency, µM (top dose mostly 115 µM), inactives show at the highest dose activity change, negative = inhibition, actives largely listed as inhibitors; Fluorescence polarization, FITC-PTAP peptide / Tsg101 binding; Q99816; active = well fitted inhibition curve with a large enough effect in the main read-out, with a control signal flat, not every such curve was filed as active; inconclusive = small, poorly fitted or top-dose-only effect, or effect the other way, or a change in a side signal; inactive = no such curve, though single readings can be large or run the other way; also: potency is read from the fitted curve at half-maximal effect; % of control where 0% means no effect
Target sequence (Q99816 whole entry, looked up): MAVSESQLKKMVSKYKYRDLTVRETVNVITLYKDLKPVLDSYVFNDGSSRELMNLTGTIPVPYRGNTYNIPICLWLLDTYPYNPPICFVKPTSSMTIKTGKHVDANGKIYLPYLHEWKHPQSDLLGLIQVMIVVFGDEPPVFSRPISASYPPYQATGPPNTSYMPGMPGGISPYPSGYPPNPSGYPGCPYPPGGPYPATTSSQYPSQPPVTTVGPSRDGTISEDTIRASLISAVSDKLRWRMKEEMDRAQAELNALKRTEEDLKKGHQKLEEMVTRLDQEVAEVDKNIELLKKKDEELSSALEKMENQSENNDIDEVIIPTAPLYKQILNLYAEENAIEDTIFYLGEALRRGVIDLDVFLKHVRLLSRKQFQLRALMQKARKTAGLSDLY
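FP read-out: FITC-PTAP peptide, 50 nM final, binding Tsg101 binding domain, 10 uM final; 20 min, r.t.; 10 mM HEPES pH 7.5, 0.15 M NaCl, 0.01% Tween 20, 3 mM EDTA, 0.1 mM TCEP.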
MLL CXXC-DNA inh: inhibitors of human MLL CXXC domain-DNA interaction; Q03164; MLL-CXXC / FITC-HOXA9 DNA fluorescence polarization; Potency, µM (top dose mostly 115 µM), for the others: top-dose activity change, negative = inhibition, most hits filed as inhibitors; actives 0.037% (n = 290,000); AID 2662; active = well fitted inhibition curve with a large enough effect in the polarisation, with a control signal flat, not every such curve was filed as active; inconclusive = small, poorly fitted or top-dose-only effect, or effect the other way, or a change in a side signal; inactive = no such curve, though single readings can be large or run the other way; the % refers to the polarisation; also: potency is read from the fitted curve at half-maximal effect
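Steps: dispense CXXC domain solution (7 uM) → pin compounds or unlabeled HOX-A9 DNA control → 5 min ambient → add FLSN-HOX-A9 solution (50 nM) → spin → 30 min ambient → fluorescence polarization. Tris pH 7.5/NaCl/DTT/BSA buffer.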
Menin MLL FP TR: displaces Texas Red mutant MLL peptide from human menin. O00255. Menin + Texas Red MLL mutant peptide, fluorescence polarization. Potency, µM (titrated, usually from 61.6 µM), for inactives: top-dose FP activity change, negative = inhibition, usual class: inhibitors. actives 0.23% (n = 270,000); active = well fitted inhibition curve with a large enough effect in the polarisation, with a control signal flat, not every such curve was filed as active; inconclusive = small, poorly fitted or top-dose-only effect, or effect the other way, or a change in a side signal; inactive = no such curve, though single readings can be large or run the other way; the % refers to the polarisation; also: potency is read from the fitted curve at half-maximal effect; % of control where 0% means no effect; many of its hits are not listed in these tables
Target sequence (O00255 whole entry, looked up): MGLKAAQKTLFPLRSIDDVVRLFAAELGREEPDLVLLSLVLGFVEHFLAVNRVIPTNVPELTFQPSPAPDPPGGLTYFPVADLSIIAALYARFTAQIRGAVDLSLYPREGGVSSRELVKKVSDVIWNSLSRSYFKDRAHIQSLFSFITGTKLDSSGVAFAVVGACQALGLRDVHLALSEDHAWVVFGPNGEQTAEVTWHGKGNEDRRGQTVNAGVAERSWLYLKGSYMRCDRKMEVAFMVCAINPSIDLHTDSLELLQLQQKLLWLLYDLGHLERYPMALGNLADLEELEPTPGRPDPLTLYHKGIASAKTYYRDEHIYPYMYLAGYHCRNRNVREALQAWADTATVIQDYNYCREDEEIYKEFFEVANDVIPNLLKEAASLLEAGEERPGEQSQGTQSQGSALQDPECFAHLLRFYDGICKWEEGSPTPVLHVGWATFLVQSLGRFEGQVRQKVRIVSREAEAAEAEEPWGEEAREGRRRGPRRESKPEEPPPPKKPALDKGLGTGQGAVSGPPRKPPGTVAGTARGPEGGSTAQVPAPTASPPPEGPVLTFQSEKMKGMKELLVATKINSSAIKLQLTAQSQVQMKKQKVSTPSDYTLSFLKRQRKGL
TSHR antagonist: human thyrotropin receptor antagonism; actives 0.2% (n = 330,000); P16473; TSHR-expressing cells, TSH-stimulated cAMP HTRF, 2 h; hits give low values; AID 504810; activity change, negative = inhibition, % at 11.5 µM;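 active = activity change below a set negative limit, meaning inhibition stronger than a set level, cut at about -70% in these data; inconclusive = activity change between two set negative limits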; also: % is scaled to controls: 0 for no effect and ±100 for the full control effect
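Freshly harvested TSHR cells receive pin-tooled compound, then EC80 TSH at 4nM final. After 2 hours at 37 deg C, antibody in lysis buffer and cAMP-d2 are added; 30 minutes at ambient temperature precede the HTRF read.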
A-T KAP1 phos: potential ataxia-telangiectasia treatments restoring KAP-1 phosphorylation | AID 485349 | […] A-T fibroblasts, KAP-1 phosphorylation AlphaLISA; neocarzinostatin DNA damage 30 min before lysis | Potency, µM (highest dose often 57.5 µM), without a hit: top-dose activation, most hits filed as activators | actives 0.19% (n = 320,000); also: potency is read from the fitted curve at half-maximal effect; % of control where 0% means no effect; nearly all actives have a fitted effect of over 45% in size
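hTERT-immortalized A-T patient fibroblasts ([…]), 500 cells/well in OPTI-MEM, 1% FBS, got compounds for 60 min, then NCS for 30 min at 37C. Lysates were then assayed for phospho-KAP-1 by AlphaLISA (anti-pKAP1 donor, anti-KAP1 acceptor beads), 6 hr at 25C.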
Integrin act MD: activates integrin-mediated alleviation for muscular dystrophy. actives 0.064% (n = 350,000). Potency, µM (doses to about 38.3 µM), inactives show at the top dose activation, actives largely listed as activators. alpha7betagal myoblasts, beta-gal FDG fluorescence, 48 h;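 also: potency is read from the fitted curve at half-maximal effect; 100% = response of the positive control SU9516; nearly all actives have a fitted effect of over 60% in size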
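Alpha7betagal+/- myoblasts (passage 13) were plated 16-24 hr, then exposed to compounds (1:260 dilution of DMSO stock) for 48 hours at 37C. After MPER lysis, β-galactosidase reporter activity was read as FDG fluorescence (ex 480/em 540) after 30 minutes.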
MBNL1 CUG block: inhibitors of human MBNL1 binding to CUG repeat RNA | Q9NR56 | Potency, µM (series often up to 57.5 µM), inactives show at the highest dose activity change, negative = inhibition, usual class: inhibitors | TR-FRET MBNL1-His/biotin-(CUG)12 binding, 665/545 ratio | actives 0.036% (n = 280,000); active = well fitted inhibition curve with a large enough effect in the signal ratio, with a control signal flat, not every such curve was filed as active; inconclusive = small, poorly fitted or top-dose-only effect, or effect the other way, or a change in a side signal; inactive = no such curve, though single readings can be large or run the other way; the % refers to the signal ratio; also: potency is read from the fitted curve at half-maximal effect; % is scaled to controls: 0 for no effect and ±100 for the full control effect
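Compounds (final 92 nM to 58 uM) are added to His-tagged MBNL1 and biotin-(CUG)12, then terbium anti-His antibody and streptavidin-XL665 (5 nM final). After 60 min at room temperature, the 665/545 nm ratio is read.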
Mito fusion act: blocks mitochondrial division or promotes mitochondrial fusion; S. cerevisiae fusion-defective mutant growth rescue, CellTiterGlo 48 h; Potency, µM (series often up to 46.1 µM), without a hit: at the highest dose growth rescue (activation), usual class: activators; actives 0.23% (n = 320,000);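 also: potency is read from the fitted curve at half-maximal effect; % of control where 0% means no effect; nearly all actives have a fitted effect of over 45% in size; temperature-sensitive fusion mutants such as fzo1-1 at 37 °C on non-fermentable ethanol glycerol medium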
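Temperature-sensitive fusion-defective S. cerevisiae (e.g. fzo1-1, mgm1-5) were grown with compound in YPEG medium (3% ethanol, 3% glycerol) for 48 hours at 37C. Growth rescue was measured as viability by CellTiterGlo luminescence after 10 minutes at ambient.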
The depositor's hits bear a star; ? = inconclusive; . = no result given; [ ] = dose if it differs, or a comment. Unless noted, calls follow the shape of the dose curve; as a rule, active = well fitted curve in the direction sought with a large enough effect; inconclusive = small, poorly fitted or top-dose-only effect, or another doubt; inactive = no such curve, though single readings can be large; an effect the other way counts as inactive or inconclusive.

SMILES | TCR activator | ASM inhibitor | PTAP TSG101 blk | MLL CXXC-DNA inh | Menin MLL FP TR | TSHR antagonist | A-T KAP1 phos | Integrin act MD | MBNL1 CUG block | Mito fusion act
N#Cc1c(N)oc(-c2ccc3c(c2)OCO3)c1-c1ccc2c(c1)OCO2 | 2% | 16% | 0% | 7% | ? | 4 | . | -35% | ? | -3%
Cc1ccc(CNC(=O)CC(NC(=O)c2ccccc2)c2ccccc2)cc1 (stereo not drawn) | 1% | -2% | -1% | . | . | 15 | 3% | -5% | . | -1%
NC(=O)CSc1nnc(-c2cccs2)n1Cc1ccco1 | 0% | 1% | 0% | -3% | . | 3 | -8% | 6% | -4% | -1%
Cc1ccc(S(=O)(=O)N2CCN(C(=O)c3cccc(-n4cccc4)c3)CC2)cc1 | 6% | -1% | 0% | . | . | 1 | 2% | 25% | . | 8%
Cc1ccnc(NC(=O)c2ccc(Cl)c(NC(=O)CCc3ccccc3)c2)c1 | . | . | . | -2% | 36%[activator] | 10 | 2% | . | 1% | 16%
Cn1c(=O)c2c(nc(SCc3nn[nH]n3)n2Cc2ccccc2F)n(C)c1=O | 1%[46.1 µM] | 6% | -11% | -1% | -11% | 20 | -3% | 16% | 15% | 5%
Cc1ccc(CCNC(=O)CN(c2cc(C)cc(C)c2)S(=O)(=O)c2c(C)noc2C)cc1 | -6% | -3% | -1% | -9% | . | 12 | 16% | 17% | 2% | 1%
Cc1ccc(-c2csc(N3CCN(c4cc5c(cc4Cl)nc(C(C)N)n5CCCO)CC3)n2)cc1 (stereo not drawn) | 1% | -3% | 2% | 10% | 8% | 6 | 7% | 8% | -1% | -8%
CN1CCN(c2nc3ccccn3c(=O)c2C=O)CC1 | -2% | 18% | -2% | -12% | 2% | -11 | 2% | 14% | 23% | 0%
Cc1ccc(S(=O)(=O)NCCC(=O)N2CCC(Cc3ccccc3)CC2)cc1 | 2% | 1% | -3% | . | . | -5 | 1% | 13% | . | -5%

Overlap with the part before: 4 compounds; new compounds follow.
SMILES | TCR activator | ASM inhibitor | PTAP TSG101 blk | MLL CXXC-DNA inh | Menin MLL FP TR | TSHR antagonist | A-T KAP1 phos | Integrin act MD | MBNL1 CUG block | Mito fusion act
Cc1ccc(CCNC(=O)CN(c2cc(C)cc(C)c2)S(=O)(=O)c2c(C)noc2C)cc1 | -6% | -3% | -1% | -9% | . | 12 | 16% | 17% | 2% | 1%
Cc1ccc(-c2csc(N3CCN(c4cc5c(cc4Cl)nc(C(C)N)n5CCCO)CC3)n2)cc1 (stereo not drawn) | 1% | -3% | 2% | 10% | 8% | 6 | 7% | 8% | -1% | -8%
CN1CCN(c2nc3ccccn3c(=O)c2C=O)CC1 | -2% | 18% | -2% | -12% | 2% | -11 | 2% | 14% | 23% | 0%
Cc1ccc(S(=O)(=O)NCCC(=O)N2CCC(Cc3ccccc3)CC2)cc1 | 2% | 1% | -3% | . | . | -5 | 1% | 13% | . | -5%
Cc1cc(C)c(NC(=O)c2cccs2)c(C)c1NC(=O)c1cccs1 | -1% | 0% | -1% | -18% | -18% | 13 | 15% | 0% | -3% | -9%
O=C(COC(=O)/C=C/c1ccc(OC(F)F)cc1)Nc1cccc(S(=O)(=O)N2CCOCC2)c1 | 3%[46.1 µM] | -18% | -1% | . | . | -6 | 20% | 1% | . | .
O=[N+]([O-])c1cccc(-n2nncc2-c2ccccc2)c1 | -2% | 4% | -1% | 0% | 0% | -12 | -6% | 6% | ? | 5%
Cc1cccnc1NC(=O)c1ccc(S(=O)(=O)N2CCC(C)CC2)cc1 | 2% | 2% | -4% | . | . | 1 | -4% | 27% | . | 9%
O=C(CSc1nc2ccccc2c(=O)n1CC1CCCO1)NCc1ccc2c(c1)OCO2 (stereo not drawn) | -12% | 8% | -1% | -2% | -4% | -5 | 4% | -41% | -14% | -8%
Cc1csc(CN(C)C(=O)C2CCC(=O)N(CCCc3ccccc3)C2)n1 (stereo not drawn) | -2% | 8% | 0% | -3% | -11% | -9 | 5% | ? | -2% | -3%
Cc1ccccc1-n1nnnc1-c1ccccc1 | 3% | 0% | -7% | -10% | 4% | -15 | 15% | -16%[7.66 µM] | 3% | -5%
N#Cc1c(N2CCN(C(=O)c3ccccc3)CC2)nc(-c2ccccc2)c2c1CCCC2 | -1% | 161%[activator] | -4% | -7% | ? | -7 | 6% | 17% | -1% | 4%
Cc1ccc(NS(=O)(=O)c2ccc(C(=O)NNC(=O)c3ccccc3O)cc2)cc1 | 5% | -7% | 0% | . | . | -3 | -4% | -12% | . | 2%
CN(c1ccccc1)S(=O)(=O)c1cccc(NC(=O)CSc2n[nH]c(N)n2)c1 | 7% | 4% | -3% | 3% | . | -6 | -4% | 4% | -11% | -3%
O=C1c2ccccc2C(=O)c2c1ccc(C(=O)N1CCCCC1)c2NCCO | -1% | -2% | -10% | -13% | -24% | -16 | 6% | 20% | ? | -2%
CCOC(=O)C1=C(c2ccccc2)NC(=O)NC1c1ccc(OCC#N)c(OC)c1 (stereo not drawn) | 5% | 0% | -3% | 11% | -17% | -17 | 18% | -4% | 6% | 2%
O=C(/C=C/c1ccc(OCCCF)cc1)N1CCN(Cc2ccccc2)CC1 | -9% | 0% | -7% | -7% | ? | 13 | -2% | -28% | 1% | -36%[inhibitor]
NS(=O)(=O)c1ccc(CCNC(=O)c2ccc([N+](=O)[O-])s2)cc1 | 0% | -3% | 1% | 3% | 17% | -3 | -1% | -49% | ? | -1%
COC(=O)c1cc(S(=O)(=O)NC2CCCCC2)cn1C | -3% | 5% | 1% | 18% | . | 3 | 6% | 8% | -3% | -5%
Cc1cccc(C(=O)NCCC(=O)N2CCc3ccccc3C2)c1 | 1% | 4% | 1% | . | . | 8 | -29% | 7% | . | 6%
O=C(CCc1cn(Cc2ccc(F)cc2)c2ccccc12)N1CCOCC1 | 1% | 2% | -2% | -7% | ? | 16 | -7% | ? | -9% | 19%
CCOc1ccc(Nc2nc3ccccc3n3nnnc23)cc1 | 1% | 15% | -2% | 38%[activator] | -13%[11.7 µM] | 18 | 36% | 13% | 4% | -3%
Cc1ccc(C(=O)N2CCCC(CCC(=O)N3CCN(c4ccccn4)CC3)C2)s1 (stereo not drawn) | -5% | 0% | -3% | -13% | -15% | -18 | 4% | -17% | -11% | -4%
O=C(COC(=O)c1ccccc1C(=O)N1CCN(c2ccccc2)CC1)Nc1ccc(F)cc1 | 0% | -1% | -1% | -1% | 0% | -10 | 3% | ? | 3% | -1%
CN(CCc1ccccc1)C(=O)c1ccc(NC(=O)Cc2cccc(NC(=O)C3CCN(C(=O)C4CC4)CC3)c2)cc1 | 7% | 1% | -5% | . | . | . | . | 0% | . | .
COc1ccc2[nH]c(=O)c(CN(CCO)C(=O)c3ccccc3F)cc2c1 | -1% | 21% | -6% | -2% | 11% | -1 | 8% | 25% | -6% | -4%
COc1cc(C=O)ccc1Oc1cnccn1 | 4% | 4% | 3% | 16% | -13% | -2 | -2% | 12% | -4% | -2%
O=C(CCn1nnc2ccccc21)OCC(=O)c1ccc(F)cc1 | -5% | 2% | -6% | 21% | 5% | -5 | 0% | 1% | -2% | -3%
CCOc1ccc(S(=O)(=O)N2CCN(CCNS(=O)(=O)c3ccc(C)cc3)CC2)cc1 | -6% | 1% | -7% | . | . | 2 | 5% | ? | . | 2%
Cc1cc(C)c2nc(NC(=O)c3ccc([N+](=O)[O-])o3)sc2c1 | . | 4% | 2% | 3% | 17% | -1 | -1% | -16% | -1% | 2%
Cc1ccc(C(=O)NC(NC(=O)c2ccc(C)cc2)C(Cl)Cl)cc1 | -2% | 0% | 0% | 11% | ? | 8 | -3% | -31% | 2% | 1%
CCCc1nc2nc(C)c(NS(=O)(=O)c3ccc4c(c3)CCCC4)c(=O)n2[nH]1 | -1% | -2%[11.5 µM] | -3% | 6% | -5% | -8 | 1% | -38% | -5% | 2%
C=COCCNC(=O)Nc1ccc(Cl)c(Cl)c1 | 2%[46.1 µM] | -3% | -1% | 7% | -16% | -6 | 10% | ? | ? | 7%

From PubChem

The list is partial. The share of hits here may be higher or lower than overall.
